# MDM2 E3 inh – blocks human Mdm2 ubiquitin ligase activity; signal enhancement, % at 5 µM; AID 1230; 210,000 tested, 0.11% active; cell-based MDM2 ubiquitination luciferase reporter, 2 h; 0 = plate control, 100 = twice control, blank-subtracted;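 active = signal enhancement of 30% or more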;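 note: luminescence tracks abundance of the self-degrading MDM2-luciferase fusion protein; higher signal means inhibition of MDM2 E3 ligase activity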
#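 Timing – 2 h compound exposure at 37 °C · Assay system – mammalian cells stably expressing self-ubiquitinating, self-degrading MDM2 E3–luciferase fusion · Amount – 2000 cells seeded into each well · Measure – % luminescence enhancement versus blank-corrected plate control mean · Measured by – SteadyLite luminescence, 15 min reagent step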
# Hck-Nef inh – blocks Nef-activated human Hck kinase | inhibition, % at 20 µM | 220,000 tested, 0.68% active | P08631 | Recombinant Hck-YEEI plus Nef, Z-Lyte FRET kinase assay;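 active = Hck-Nef kinase inhibition above about 50%, limit read from the data; inactive = inhibition below that limit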;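 note: 0% = DMSO with Hck plus Nef and 100% = Hck alone without Nef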
# p97 inhibitor – inhibitors of human p97 ATPase. inhibition, % at 8 µM. 220,000 tested, 0.42% active. recombinant p97 ATPase, Kinase-Glo ATP luminescence, 3 h; in the data active = inhibition above about 15%;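 note: 0% = DMSO vehicle and 100% = wells lacking enzyme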
# Runt-SMMHC FRET – inhibitors of human RUNX1 Runt domain binding to CBFb-SMMHC. Q01196+Q13951. inhibition, % at 20 µM. Cerulean-Runt/Venus-CBFb-SMMHC FRET ratio 530/480, 1 h. 220,000 tested, 0.74% active;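 active = mean inhibition across duplicate retests at 20 µM reaching about 50%, limit read from the data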;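 note: 0% = DMSO wells and 100% = wells with excess untagged CBFb-SMMHC; inhibitors lower the FRET ratio by blocking Runt binding to CBFb-SMMHC; some results filed as inactive read as strong as hits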
# Target sequence (Q01196 whole entry, looked up, the tested form may be a part): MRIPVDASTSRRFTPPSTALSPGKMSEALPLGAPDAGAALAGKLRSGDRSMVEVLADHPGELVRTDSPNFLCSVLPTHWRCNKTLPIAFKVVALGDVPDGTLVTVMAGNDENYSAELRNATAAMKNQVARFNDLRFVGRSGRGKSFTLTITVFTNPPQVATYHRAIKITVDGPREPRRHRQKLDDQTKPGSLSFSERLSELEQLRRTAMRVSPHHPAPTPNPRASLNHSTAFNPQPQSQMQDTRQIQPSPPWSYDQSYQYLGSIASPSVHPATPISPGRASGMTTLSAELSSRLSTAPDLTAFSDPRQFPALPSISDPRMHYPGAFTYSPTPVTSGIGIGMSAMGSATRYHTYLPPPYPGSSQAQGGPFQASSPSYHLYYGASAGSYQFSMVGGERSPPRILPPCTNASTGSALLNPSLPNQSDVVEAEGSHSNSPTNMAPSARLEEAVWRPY
# Target sequence (Q13951 whole entry, looked up, the tested form may be a part): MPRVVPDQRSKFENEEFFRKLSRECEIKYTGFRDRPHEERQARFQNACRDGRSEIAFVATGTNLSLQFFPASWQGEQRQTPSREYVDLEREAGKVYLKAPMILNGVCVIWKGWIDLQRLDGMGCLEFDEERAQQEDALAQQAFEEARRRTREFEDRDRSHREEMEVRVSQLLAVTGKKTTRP
# RBBP9 inh – inhibitors of human serine hydrolase RBBP9. O75884. AID 1515. inhibition, % at 7.94 µM. recombinant RBBP9, FP-Rh probe fluorescence polarization. 220,000 tested, 0.2% active;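 active = inhibition above the campaign mean of all tested compounds plus 3 SD, cut at about 14% in these data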;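 note: plate controls were DMSO wells with RBBP9 for no effect and wells lacking RBBP9 protein for full effect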
#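 System: RBBP9 protein | Quantity: 2.5 µM RBBP9 dispensing solution, before mixing | Reagent: FP-Rh probe, 375 nM dispensing solution | Timing: Enzyme-compound preincubation 30 min, then probe labeling 45 min, 25 °C | Measured by: Fluorescence polarization | Read-out: % inhibition | Replication: One well per compound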
# NPY1 pot ag – potentiates or activates human NPY-Y1 receptor; activation, % at 3.6 µM; NPY-Y1 expressing cells, potentiator/agonist activation; 220,000 tested, 0.37% active; P25929; AID 1304; in the data active = activation above about 33%, passing the limit was not always enough;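 note: cells stimulated with NPY at EC10 then isoproterenol at EC100; 0% = low agonist plus stimulus and 100% = saturating agonist plus stimulus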
# Target sequence (P25929 whole entry, looked up): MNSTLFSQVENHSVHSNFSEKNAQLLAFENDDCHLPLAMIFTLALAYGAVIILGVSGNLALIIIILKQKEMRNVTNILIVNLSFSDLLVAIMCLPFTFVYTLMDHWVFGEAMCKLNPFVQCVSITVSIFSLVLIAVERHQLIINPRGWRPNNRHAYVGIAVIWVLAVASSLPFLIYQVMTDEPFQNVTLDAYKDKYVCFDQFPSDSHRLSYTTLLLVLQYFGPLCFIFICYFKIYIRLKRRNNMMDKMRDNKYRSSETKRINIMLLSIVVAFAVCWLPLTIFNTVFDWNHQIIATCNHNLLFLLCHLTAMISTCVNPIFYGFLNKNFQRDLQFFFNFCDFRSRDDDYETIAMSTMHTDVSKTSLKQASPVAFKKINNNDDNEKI
# NPY-Y1 antag – antagonists of human neuropeptide Y receptor Y1. HEK293-CNG Y1 cells, membrane potential fluorescence; NPY at EC95, then isoproterenol. P25929. AID 1040. 200,000 tested, 1% active. inhibition, % at 3.6 µM;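 active = inhibition above the campaign mean inhibition of all tested compounds plus 3 SD, cut at about 20% in these data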;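 note: 0% = DMSO wells given NPY plus isoproterenol and 100% = isoproterenol alone without NPY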
#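 Assay system: HEK293 cells with Y1 receptor plus CNG channel | Probe or stimulus: NPY (25 nM), isoproterenol (1 µM), Ro 20-1724 (25 µM) | Timing: Compound incubation 1 h at room temperature, readout 45 min post-stimulation | Measured by: Membrane-potential fluorescent dye readout | Benchmarks: High control isoproterenol alone, low control NPY with isoproterenol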
# Runt-CBFb FRET – blocks binding of human RUNX1 Runt domain to CBFb; Q01196+Q13951; Cerulean-Runt/Venus-CBFb FRET ratio 530/480, 1 h; inhibition, % at 20 µM; 220,000 tested, 0.46% active;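 active = inhibition over about 50% at 20 µM in the single-dose screen, limit read from the data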;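 note: 0% = DMSO wells and 100% = excess unlabeled CBFb competitor control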
#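 Assay system: Cerulean-Runt domain / Medium: Tris 50 mM pH 7.5, KCl, K2SO4, 0.01% BSA / Timing: protein complex preformed 1 h, compound exposure 1 h, room temperature, dark / Measured by: FRET, excitation 422 nm, emission at 530 and 480 nm / Evaluation: loss of energy transfer signal / Control set: 5 µM unlabeled CBFb as full-inhibition high control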
# NPY-Y2 PAM-ag – potentiators or agonists of human neuropeptide Y receptor Y2; cells expressing NPY-Y2, potentiator/agonist read-out; P49146; activation, % at 3.6 µM; 220,000 tested, 0.45% active; AID 1359; in the data active = activation above about 27%;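 note: cells stimulated with NPY near EC25 plus isoproterenol at EC100; 0% = vehicle plus submaximal agonist and 100% = vehicle plus saturating agonist; some results beyond the cut were filed as inactive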
# Numbers without * were called inactive; . = no result given.
SMILES	MDM2 E3 inh	Hck-Nef inh	p97 inhibitor	Runt-SMMHC FRET	RBBP9 inh	NPY1 pot ag	NPY-Y1 antag	Runt-CBFb FRET	NPY-Y2 PAM-ag
COC(=O)c1cc(C)[nH]c2c(C)cc3nc4ccccc4c3c12	-8	-17	6	-36	-6	3	.	-16	5
S=C(NC1CCCCC1)N1CCc2ccccc2C1	2	5	5	-4	-10	3	-6	-1	3
Cc1nc(SCC(=O)Nc2cc(C)on2)c2c3c(sc2n1)CCCC3	-8	3	-1	0	-5	-4	6	-2	4
CS(=O)(=O)N1N=C(c2cccs2)CC1c1ccc(F)cc1 (centres undefined)	-42	5	3	-11	3	17	.	0	19
CN1C(=O)N(c2nnc(C(C)(C)C)s2)C(=O)C1c1ccccc1 (centres undefined)	-13	-8	4	-1	-8	-2	.	-1	4
Cc1ccc(S(=O)(=O)CCC(=O)NCc2ccc(Cl)cc2)cc1	-1	4	3	-1	-10	-3	4	0	8
O=C(CN1CCN(Cc2ccccc2Cl)CC1)N/N=C/c1ccccn1	-8	5	-3	1	-7	-26	.	-1	-46
Cc1cccc(NC(=O)c2ccc([N+](=O)[O-])s2)c1C	.	3	4	-2	4	-17	3	0	-6
O=C(Nc1ccccc1Cc1ccccc1)c1ccc2c(c1)SC1=NS(=O)(=O)CCN12	4	6	6	2	-6	12	2	-3	-3
CCN1CC=C2C(C1)C(c1ccc(Cl)s1)C(C#N)=C(N)C2(C#N)C#N (centres undefined)	-13	15	6	82*	-1	-4	8	36	2
COC(=O)c1ccccc1OCCCCN1CC(C)OC(C)C1 (centres undefined)	-4	0	-5	0	-5	-1	5	-5	-2
COC(=O)c1nnn(-c2ccsc2C(=O)OC)c1C(=O)OC	-15	24	-2	0	-5	0	-5	0	4
C/C(CCc1ccccc1)=N\NC(=O)c1ccccc1	-13	2	0	3	-5	-18	8	-3	9
CCCCOC(=O)CCn1c(=S)oc2ccccc21	-7	2	-4	2	-4	-5	14	-2	-8
Cc1ccc(S(=O)(=O)N2CCN(C3CC(=O)N(Cc4ccccc4)C3=O)CC2)cc1C (centres undefined)	-9	0	-1	4	-4	21	2	-2	21
COc1ccc2[nH]c(C(=O)Nc3ccc(C)c(F)c3)cc2c1	-17	3	5	-6	-6	9	.	3	-18
FC(F)(F)c1ccc2nnc(-c3c(Cl)cccc3Cl)n2c1	-11	1	0	-5	0	12	1	-1	22
Cc1cccc(NC(=O)Cn2c(O)c(N=NC(=O)c3ccccc3O)c3ccccc32)c1	-9	51*	3	-31	0	-15	1	-13	-1
c1ccc(OCCn2cnc3ccccc32)cc1	-13	12	4	-2	-4	-25	0	2	3
COc1cc(C(=O)OC(C)CN2CCN(C)CC2)cc(OC)c1OC (centres undefined)	-2	0	-1	1	-4	11	-5	-2	11
COc1cc(C(=O)Nc2nc(-c3ccc(Cl)cc3)c(C)s2)ccc1OCC(=O)Nc1ccc(F)cc1	-12	3	-1	2	-8	-9	-2	-1	2
Cc1cc(C(=O)COC(=O)C2=COCCO2)c(C)n1-c1ccc2c(c1)OCO2	-7	5	1	0	-3	14	2	7	13
COCCCN(C(=S)NC(=O)C(C)(C)C)c1c(N)n(Cc2ccccc2)c(=O)[nH]c1=O	-13	-1	-5	2	-9	-8	.	-2	4
Cn1c(=O)c2[nH]c(CN3CCN(Cc4ccccc4)CC3)nc2n(C)c1=O	-15	-1	-3	3	-5	-23	6	-1	12
Cc1ccc(Nc2nc(-c3sc(NC(=O)c4cccc(Cl)c4)nc3C)cs2)cc1	-8	0	2	6	-9	-10	-4	7	5
CCOC(=O)C1C(=O)NC(N2CCCCC2)=NC1C(C)C (centres undefined)	-27	-2	2	-2	-9	3	-2	-1	5
CN(C1=C(NC(=O)c2ccccc2)C(=O)c2ccccc2C1=O)C1CCS(=O)(=O)C1 (centres undefined)	3	2	1	-6	0	-30	12	4	-6
C=C(C)Cn1c(Sc2nc3ccccc3[nH]2)nc2c1c(=O)[nH]c(=O)n2C	-19	1	5	-7	-3	-6	7	-1	-14
Cc1ccc(N2C(=O)c3ccc(C(=O)N4CCN(c5cccc(C)c5C)CC4)cc3C2=O)cc1	3	13	-3	4	-3	-1	8	-2	15
CCOc1ccc(NC(=O)C[n+]2ccccc2)cc1	1	0	6	-6	-3	-16	-1	-2	1
COc1ccc(NC(=O)/C(=C/c2ccc3c(c2)OCO3)NC(C)=O)cc1	-23	-2	-7	-2	-13	-2	1	-1	-6
N#CCCn1cc(C=O)c(-c2cccs2)n1	-19	4	2	-2	-2	-29	3	1	-21
COc1cc(C2CC(=O)N(CC(=O)NCc3ccco3)c3ccccc3S2)cc(OC)c1OC (centres undefined)	-10	3	5	-1	8	-10	1	0	12
O=C(NNC(=O)c1ccccc1Br)c1cccc(Cl)c1	-10	0	4	1	-5	10	10	-8	1
CCn1c2ccccc2c2nc3cc(C(=O)O)ccc3nc21	.	8	3	-17	3	30	8	-6	7
O=c1[nH]c(NCCO)nc2c1C1(CCCCC1)Cc1ccccc1-2	-10	-7	-4	1	-7	2	-4	-2	27
Cc1ccc(NC(=O)C2CCCO2)cc1[N+](=O)[O-] (centres undefined)	-6	1	2	0	-7	-1	7	2	-6
COc1ccc2c(C)cc(SCC(=O)Nc3ncc(Cl)cc3Cl)nc2c1	-2	0	2	9	-6	-11	-3	-2	-1
CCCNC(=O)NC(=O)CSc1cccc(C(F)(F)F)c1	-6	18	4	3	-2	16	4	-1	-2
Cc1ccc(C(=O)Nc2nc(=O)n(C(=O)C3CC3)s2)cc1	-12	2	2	0	-6	3	-5	0	4
Cc1ccc2c(c1)NC(=O)C(CC(=O)NCCCN1CCN(C3CCCCC3)CC1)O2 (centres undefined)	-10	4	3	-5	4	4	-4	0	5
Cc1cc2cc(CNS(=O)(=O)N(C)C)ccc2[nH]1	-22	-1	3	-27	-4	20	-1	.	4
O=C(c1ccco1)N1CCN(C(=O)c2ccc(Cn3cc(Br)cn3)o2)CC1	-8	0	0	1	-3	9	-5	3	-14
Cc1cccnc1CCNC(=O)CCc1nnc(-c2ccccc2)o1	-17	3	5	-1	5	14	1	-2	-8
O=C(CNS(=O)(=O)c1ccc(Br)cc1)N1CCN(c2ccc(F)cc2)CC1	.	-11	-4	4	-4	-11	1	0	-12
Cc1oc(-c2ccccc2F)nc1CS(=O)(=O)CC(=O)NCCCN1CCc2ccccc2C1	-16	19	-3	-1	-3	-25	8	0	-12
CCC(C)(NC(=O)c1ccc(=O)[nH]c1)C(=O)NC1CCCC1 (centres undefined)	-8	16	-8	-3	-2	-33	-5	3	3
CCOC(=O)Cc1csc(NC(=O)CSc2nnc(-c3ccc(F)cc3)o2)n1	-9	0	-5	1	2	-2	3	5	4

# Looked up one by one from the entries so far:
SMILES	MDM2 E3 inh	Hck-Nef inh	p97 inhibitor	Runt-SMMHC FRET	RBBP9 inh	NPY1 pot ag	NPY-Y1 antag	Runt-CBFb FRET	NPY-Y2 PAM-ag
CCCNC(=O)NC(=O)CSc1cccc(C(F)(F)F)c1	-6	18	4	3	-2	16	4	-1	-2
Cc1ccc(NC(=O)C2CCCO2)cc1[N+](=O)[O-] (centres undefined)	-6	1	2	0	-7	-1	7	2	-6

# Next compounds
SMILES	MDM2 E3 inh	Hck-Nef inh	p97 inhibitor	Runt-SMMHC FRET	RBBP9 inh	NPY1 pot ag	NPY-Y1 antag	Runt-CBFb FRET	NPY-Y2 PAM-ag
Cc1cc(C)cc(OCC(=O)OCC(=O)NCc2cccs2)c1	-8	0	2	-2	-7	-25	4	0	-3
COc1ccccc1N1CC(C)(C)C(=O)N(C(=O)c2ccc(C)cc2)C1=S	-13	1	4	-4	1	5	.	-1	-4
Cc1ccc2c(c1)c(C1=NC(=S)NC1=O)c(O)n2C	6	33	-1	-4	2	-19	-1	0	-3
CCOc1ccc(OCC)c(NC(=O)C2CCN(S(=O)(=O)c3cccc4nonc34)CC2)c1	6	-11	0	-6	-4	27	2	1	-5
CCc1nc(Nc2ccncc2)c2oc3ccccc3c2n1	-1	-1	-5	0	-9	-5	-2	-1	-11
COc1cccc(-c2cc(C(=O)NCC3CCCO3)c3ccccc3n2)c1 (centres undefined)	-4	0	2	-1	0	-6	-3	-1	-2
O=C(CSc1nnc(-c2ccco2)o1)c1ccccc1Cl	-10	12	0	2	-6	20	-5	4	18
CC1(c2ccc([N+](=O)[O-])cc2)CC(C)(C)N(C(=O)c2ccccc2)c2ccccc21 (centres undefined)	6	3	0	4	7	22	1	-2	10
Cc1ccc(-c2cc(C(F)F)nc(S(C)(=O)=O)n2)cc1	-13	15	3	0	-2	1	9	3	-19
Cc1cc(C)n(-c2ccc(C(=O)OCC(=O)Nc3ccc(Cl)c(S(=O)(=O)N(C)C)c3)cc2)n1	-11	-18	0	1	-13	-24	0	-1	-6
COc1ccc(N=Nc2ccc(O)c(P(=O)(c3ccccc3)c3ccccc3)c2)cc1	-14	-28	-12	-4	-2	9	.	-5	-6
CCN1C(=O)CC(Sc2ccccc2N)C1=O (centres undefined)	-10	9	-5	0	-10	-11	-1	3	-7
CCC(CC)NCCOC(=O)c1ccc([N+](=O)[O-])cc1	-20	7	3	0	-7	15	.	-1	3
CCC(CC)C(=O)Nc1cccc(C(=O)Nc2nnc(C)s2)c1	-8	-17	1	-1	-5	3	0	0	1
CC(C)OCC1CC(CC(=O)Nc2ccc([N+](=O)[O-])cc2)C(=O)O1 (centres undefined)	0	17	-1	-3	-13	4	5	0	-3
COc1ccc(OC)c(/C=C/C(=O)Nc2ccc(OC)nc2)c1	-6	-2	-6	-6	-10	12	0	-1	-3
COc1ccc(C(=O)Nc2cccc(-c3nc4ncccc4o3)c2C)cc1	-14	-10	2	0	-3	26	10	1	3
CN1/C(=C\C(=O)C[n+]2cccc(Br)c2)C(C)(C)c2ccccc21	-7	26	6	0	-8	16	10	2	12
CCOC(=O)C1=NNC(C(=O)c2ccccc2)C1c1ccc(C)cc1 (centres undefined)	-18	5	-5	-2	-6	2	.	-4	0

# This is a random part of the collection; any-hit rate near 3.5%.
